TRPC4 block = TRPC4 (mouse) channel inhibition; HEK293 TRPC4beta/mu-opioid, DAMGO-evoked Fluo4 calcium flux; hits give low values; AID 2247; 0.39% of 300,000 active; B-score at 10 µM;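 active = B-score over 3 SD under the library average, no early fluorescence shift, positive overall ratio signal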
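Assay system: HEK293 cells with stable TRPC4beta plus mu-opioid receptor expression; Probe or stimulus: DAMGO in two steps, submaximal then maximal; Dosing: single-point compound dosing; Measured by: Fluo4 calcium-dye fluorescence, kinetic read; Read-out basis: B score from integrated Fluo4 fluorescence ratio.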
TRPC4 act = activators of mouse TRPC4 channel. Q9QUQ5. B-score at 10 µM. HEK293 TRPC4beta/mu-opioid, Fluo4 calcium fluorescence; hits give high values. 0.49% of 310,000 active. AID 2237;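 active = B-score above 5 SD of library B-scores, and initial fluorescence ratio not above library mean plus 5 SD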;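 also: positive B-score marks a calcium rise read as TRPC4 activation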
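system = HEK293 cells stably co-expressing mouse TRPC4beta and mu-opioid receptor | schedule = Fluo4 dye loading 45 min at room temperature, 110 s recording | measure = B-scored integrated calcium fluorescence ratio | signal = Fluo4 calcium-sensitive dye fluorescence, kinetic, 1 Hz baseline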
TRPC6 act = activators of mouse TRPC6 channel | Q61143 | HEK293-TRPC6 membrane potential dye fluorescence; hits give high values | B-score at 10 µM | 0.13% of 310,000 active;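 active = B-score of the integrated fluorescence ratio above library mean plus 3 SD, and starting fluorescence ratio within library mean plus 5 SD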;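 also: higher score means more depolarization so channel activation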
Target sequence (Q61143 whole entry, looked up): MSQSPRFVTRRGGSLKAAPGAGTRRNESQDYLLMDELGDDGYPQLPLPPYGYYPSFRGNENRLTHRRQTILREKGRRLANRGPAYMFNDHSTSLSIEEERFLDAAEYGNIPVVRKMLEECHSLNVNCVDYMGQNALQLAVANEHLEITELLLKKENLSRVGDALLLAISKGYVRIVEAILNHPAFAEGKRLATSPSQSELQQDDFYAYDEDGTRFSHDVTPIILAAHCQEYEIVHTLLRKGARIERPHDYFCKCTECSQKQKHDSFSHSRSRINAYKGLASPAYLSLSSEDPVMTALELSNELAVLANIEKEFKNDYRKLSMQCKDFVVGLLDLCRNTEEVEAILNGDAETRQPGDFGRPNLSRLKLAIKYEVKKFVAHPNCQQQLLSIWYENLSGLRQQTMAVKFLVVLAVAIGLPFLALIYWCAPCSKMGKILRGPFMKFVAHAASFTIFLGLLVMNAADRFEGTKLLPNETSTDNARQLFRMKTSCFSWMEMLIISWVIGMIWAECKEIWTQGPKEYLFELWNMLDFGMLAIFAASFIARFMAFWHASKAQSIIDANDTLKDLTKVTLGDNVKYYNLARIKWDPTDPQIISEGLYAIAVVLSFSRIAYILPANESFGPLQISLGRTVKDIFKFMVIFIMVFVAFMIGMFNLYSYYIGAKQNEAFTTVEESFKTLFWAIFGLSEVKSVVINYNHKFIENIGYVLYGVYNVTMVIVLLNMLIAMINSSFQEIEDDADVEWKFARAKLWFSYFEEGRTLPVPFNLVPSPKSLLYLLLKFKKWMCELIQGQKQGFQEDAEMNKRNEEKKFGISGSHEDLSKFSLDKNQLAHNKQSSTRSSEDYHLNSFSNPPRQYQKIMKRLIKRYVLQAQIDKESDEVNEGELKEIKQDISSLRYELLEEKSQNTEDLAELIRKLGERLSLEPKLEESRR
TMEM16A act = mouse TMEM16A channel activation, primary screen. HEK293 TMEM16A/YFP-H148Q/I152L, iodide quench fluorescence; hits give low values. B-score at 10 µM. Q8BHY3. AID 623877. 0.3% of 340,000 active;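 active = fluorescence-ratio B-score plate-corrected deviation score at least 3 library SD below zero, with starting fluorescence score within 5 deviations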;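 also: channel opened by trigger with iodide after compound preincubation; score built on the fluorescence ratio of max minus min over baseline; more negative score means more quench and so TMEM16A activation or potentiation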
MrgX1 ag = human MrgX1 receptor agonism, primary screen; Q96LB2; 0.44% of 310,000 active; MrgX1-HEK293 cells, Fluo-4 calcium fluorescence, agonist mode; hits give high values; B-score at 10 µM;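 active = calcium response B-score plate-corrected fluorescence ratio at least 3 library SD, with starting fluorescence B-score inside 5 SD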
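System: HEK293 cells stably expressing human MrgX1 receptor; Dosing: test compound in the initial addition of three; Schedule: overnight plating, then 30 min 37 °C plus 30 min room-temperature dye loading; Detection: kinetic calcium dye fluorescence, Fluo-4 NW; Controls: per-plate positive and negative controls for Z′ factor.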
TMEM16A inh = blocks the mouse calcium-activated chloride channel TMEM16A. HEK293 TMEM16A/YFP iodide influx fluorescence, ionomycin. normalized B-score (activity score, 25-100; higher = stronger inhibition) at 10 µM. 1.2% of 310,000 active. AID 588511;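 active = ratio plate-corrected score three or more library SD toward inhibition, starting fluorescence score within five deviations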;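 also: score derived from kinetic fluorescence span divided by baseline fluorescence per well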
RGS4 inh = inhibitors of human RGS4 | P49798 | HEK293 M3R/RGS4 inducible, Fluo-4 calcium flux; hits give high values; triggered by carbachol at its EC20 | B-score at 10 µM | 0.45% of 310,000 active | AID 463165;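 active = B-score, a plate-corrected calcium signal, over three deviations above library mean, with baseline fluorescence within five deviations of library mean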;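 also: RGS4 expression induced by doxycycline in cells with stable M3 receptor; B-score is computed from the integrated fluorescence ratio over baseline after carbachol; higher B-score means a larger calcium signal and so more RGS4 inhibition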
Target sequence (P49798 whole entry, looked up): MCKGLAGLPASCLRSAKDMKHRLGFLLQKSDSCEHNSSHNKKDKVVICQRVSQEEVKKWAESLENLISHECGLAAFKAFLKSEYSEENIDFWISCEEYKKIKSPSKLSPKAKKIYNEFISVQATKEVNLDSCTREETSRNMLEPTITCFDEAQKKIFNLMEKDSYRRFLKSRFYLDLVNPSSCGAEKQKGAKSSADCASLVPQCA
TRPC6 inh = mouse TRPC6 channel inhibition; HEK293-TRPC6, membrane potential dye, ACh-evoked depolarization; hits give low values; B-score at 10 µM; 1.1% of 310,000 active; AID 2553;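 active = B-score under library mean minus 3 SD, initial fluorescence not abnormally high, positive integrated signal ratio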;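 also: B-score derived from integrated fluorescence ratio over the kinetic read; more negative B-score means stronger inhibition of depolarization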
MrgX1 allo act = human MrgX1 positive allosteric modulation, primary screen; MrgX1-HEK293, Fluo-4 calcium flux, FDSS; hits give high values; B-score at 10 µM; 0.63% of 310,000 active;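 active = plate-corrected calcium response at least 3 library SD above typical, normal starting fluorescence, not activating the receptor alone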;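 also: compound read alongside a low EC10 to EC30 dose of BAM8-22 agonist; peak minus trough fluorescence over baseline measured at the second addition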
TRPC4 potent = TRPC4 (mouse) allosteric potentiation; Q9QUQ5; HEK293 TRPC4beta/mu-opioid, DAMGO EC20, Fluo-4 Ca2+ flux; hits give high values; B-score at 10 µM; 0.42% of 310,000 active;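 active = B-score of calcium response area above 5 SD of library B-scores, with initial fluorescence ratio within 5 SD of library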;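 also: B-score of integrated fluorescence ratio over time as area under calcium response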
MrgX1 antag = human MrgX1 receptor antagonism, primary screen; Q96LB2; MRGX1-HEK293 calcium flux, Fluo-4, BAM8-22 antagonism; hits give low values; B-score at 10 µM; 1.3% of 310,000 active; AID 588676;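 active = calcium-response B-score plate-corrected more than 3 library SD below zero, starting fluorescence within 5 deviations, no agonist response on first addition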;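 also: peak minus trough fluorescence over baseline after final BAM8-22 challenge near maximal dose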
Active calls of the source: *; i = inactive; · = no result given.

Fields – TRPC6 act, TMEM16A act, TMEM16A inh, RGS4 inh, MrgX1 antag, MrgX1 allo act, TRPC4 block, MrgX1 ag, TRPC4 act, TRPC4 potent, TRPC6 inh
Cc1cc(=O)[nH]c(N/N=C/c2cn(CCC#N)nc2-c2ccccc2)n1
 : i, i, i, i, i, i, i, i, i, i, i
O=C(NCC(=O)N1CC=C(c2ccccc2)CC1)c1ccccc1Br
 : i, i, i, i, i, i, i, i, i, i, i
COc1ccc(/C=C/C(=O)OCC(=O)NCCC2=CCCCC2)cc1S(=O)(=O)N1CCOCC1
 : i, i, i, i, i, i, i, i, i, i, i
COc1ccccc1C(NC(=O)C1CCCCC1)c1c(O)ccc2ccccc12 (stereo not given)
 : i, i, i, i, i, i, i, i, i, i, i
Cc1cc(OCC(=O)NNC(=O)c2cnccn2)cc(C)c1Cl
 : i, i, ·, i, ·, ·, i, ·, i, i, i
COc1ccc(C2(O)C(=O)Nc3ccc(C)cc32)cc1 (stereo not given)
 : i, i, i, i, i, i, i, i, i, i, i
Cc1nc(C(=O)N2CCc3c([nH]c4ccccc34)C2c2ccccn2)cs1 (stereo not given)
 : i, i, i, i, i, i, i, i, i, i, i
COc1cccc(C(=O)NCCS(=O)(=O)N2CCCCC2)c1
 : i, i, i, i, i, i, i, i, i, i, i
Cc1cccc(C)c1NC(=O)Cn1nnc(-c2ccc(CN3CCC(C)CC3)cc2)n1
 : i, i, i, i, i, i, i, i, i, i, i
COc1ccc(NC(=O)CCCn2cnc3ccccc3c2=O)cc1
 : i, i, i, i, i, i, i, i, i, i, i
C=CCNC(=O)CCCCC(=O)NCC=C
 : i, i, i, i, i, i, i, i, i, i, i
COc1ccc(NC(=O)CN(C)C(=O)c2ccccc2OC)cc1
 : i, i, i, i, i, i, i, i, i, i, i
COc1ccc(C2N3CC4(C)CN2CC(C)(C3)C4)cc1OC (stereo not given)
 : i, i, i, i, i, i, i, i, i, i, i
O=C(O)c1cccnc1SC1CC(=O)N(Cc2ccccc2)C1=O (stereo not given)
 : i, i, i, i, i, i, i, i, i, i, i
Cc1nn2c(CN(C(=O)COc3ccccc3)c3ccccc3)nnc2c2ccccc12
 : i, i, i, i, i, i, i, i, i, i, i
CCC(C)N1C(=O)CCC1C(=O)N1CCN(c2ccccc2F)CC1 (stereo not given)
 : i, i, i, i, i, i, i, i, i, i, i
CC1(OC(=O)CCc2ccccc2)C(=O)C=C2C=C(c3ccc(C#N)cc3)N(Cc3ccco3)C=C2C1=O (stereo not given)
 : i, i, i, i, i, i, i, i, i, i, i
O=C(Nc1ccc(Br)cc1Cl)c1ccc2c(=O)n3c(nc2c1)CCC3
 : i, i, i, i, i, i, i, 55*, i, i, i
CCOC(=O)c1ccc(NC(=S)NCc2cccnc2)cc1
 : i, i, i, i, i, i, i, i, i, i, i
O=C(/C=C/c1ccccc1)N1CCN(C(=O)c2ccco2)CC1
 : i, i, i, i, i, i, i, i, i, i, i
CCOc1ccc(NC(=O)C2CCC(CNc3c(N4CCC(C)CC4)c(=O)c3=O)CC2)cc1 (stereo not given)
 : i, i, i, i, i, i, i, i, i, i, i
OCC[C@H]1C[C@@H](O)[C@H](O)[C@]2(Cc3ccccc3O2)O1
 : ·, i, i, ·, i, i, ·, i, ·, ·, ·
O=C(CNC(=O)c1ccc(Cl)cc1Cl)NCC(=O)Nc1ccccc1N1CCOCC1
 : i, i, i, i, i, i, i, i, i, i, i
O=C1CN(C(=O)c2ccccc2)C(c2ccccc2)c2cc(F)ccc2N1 (stereo not given)
 : i, ·, i, i, i, i, i, i, i, i, i
CCN(CC)C(=O)c1ccc2nc(-c3ccccc3)c(-c3ccccc3)nc2c1
 : i, i, i, i, i, i, i, i, i, i, i
CNC(=O)c1c(N)sc2c1CCCCC2
 : i, ·, i, i, i, i, i, i, i, i, i
CN1CCc2c(C#N)c(N3CCCCC3)nc(N3CCOCC3)c2C1
 : i, ·, i, i, i, i, i, i, i, i, i
C=CCC1(Cl)C(=O)C(Cl)=C(N2CCN(C)CC2)C1(OC)OC (stereo not given)
 : i, i, i, i, i, i, i, i, i, i, i
CCn1c(C)c2c([n+]1CC)CC(C)(C)CC2=O
 : i, i, i, i, i, i, i, i, i, i, i
O=C(NCCN1CCOCC1)c1cc(-c2ccccc2)on1
 : i, i, i, i, i, i, i, i, i, i, i

The listing continues:
Fields – TRPC6 act, TMEM16A act, TMEM16A inh, RGS4 inh, MrgX1 antag, MrgX1 allo act, TRPC4 block, MrgX1 ag, TRPC4 act, TRPC4 potent, TRPC6 inh
O=C(NNC(=O)c1ccc(-c2ccccc2)cc1)c1ccccc1
 : i, i, i, i, i, i, i, i, i, i, i
O=C(Nc1c[nH]c(=O)[nH]c1=O)c1ccccc1Cl
 : i, i, i, i, i, i, i, i, i, i, i
Cc1nn(CC(C)C(=O)N2CCN(S(=O)(=O)c3ccc(Cl)cc3)CC2)c(C)c1C (stereo not given)
 : i, i, i, i, i, i, i, i, i, i, i
COc1ccc(NC(=O)C2=CCN(S(=O)(=O)c3ccccc3)CC2)cc1OC
 : i, i, i, i, i, i, i, i, i, i, i
Cc1cccc(N2CCN(C(=O)c3ccc(CNc4c(N5CCC(C)CC5)c(=O)c4=O)cc3)CC2C)c1 (stereo not given)
 : i, i, i, i, i, i, i, i, i, i, i
Cc1cc(-c2ccn[nH]2)c(C)s1
 : i, i, i, i, i, i, i, i, i, i, i
COc1nc(-c2ccccc2)c2cc(Br)ccc2n1
 : i, i, i, i, i, i, i, i, i, i, i
CC(=O)Oc1ccc2nc(-c3ccc(Br)o3)oc(=O)c2c1
 : i, i, i, i, i, i, i, i, i, i, i
Cc1nnc(Nc2ccc3c(c2)OCO3)c2ccccc12
 : i, i, i, i, i, i, i, i, i, i, i
O=C1NCCCC1C(=O)N/N=C/c1cccc(Cl)c1 (stereo not given)
 : i, i, i, i, i, i, i, i, i, i, i
COC(CNS(=O)(=O)c1ccc(S(=O)(=O)N2CCCC2)cc1)OC
 : i, i, i, i, i, i, i, i, i, i, i
CCCNC(=O)CSC1=N/C(=C/c2ccc(F)cc2)C(=O)N1CC
 : i, i, i, i, i, i, i, i, i, i, i
CC1CCN(S(=O)(=O)N2CCC(C(=O)NCCc3ccccc3)CC2)CC1
 : i, i, i, i, i, i, i, i, i, i, i
CCC1=C(OC(=O)N(CC)CC)N2C(=O)OC(=NCC(=O)OC)[C@]2(Cc2ccccc2)[C@H]2C1=CC[C@H]1C(=O)N(CC(=O)OC)C(=O)[C@H]12
 : i, i, i, i, i, i, i, i, i, i, i
COc1cc(OC)cc(C(=O)NNC(=S)NCc2ccco2)c1
 : i, i, i, i, i, i, i, i, i, i, i
Cc1ccc(NCc2ccc(O)c3ncccc23)cc1C
 : i, i, i, i, i, i, i, i, i, i, i
Nc1ccn(Cc2cccc(Cl)c2)n1
 : i, i, i, i, i, i, i, i, i, i, i
Cc1c(C)n(CCCN(C)C)c2ncnc(Nc3ccc(F)cc3)c12
 : i, i, i, i, i, i, i, i, i, i, -6.3*
Cc1cccc(N2CC(C(=O)Nc3nnc(SCC(=O)N4CCOCC4)s3)CC2=O)c1 (stereo not given)
 : i, i, i, i, i, i, i, i, i, i, i
O=C(NCCN1CCOCC1)c1ccccc1[N+](=O)[O-]
 : i, i, i, i, i, i, i, i, i, i, i
COc1ccc(-c2cc(C)no2)cc1S(=O)(=O)NCCCN1CCCCCC1
 : i, i, i, i, i, i, i, i, i, i, i
COc1ccc(CCNC(=O)C(C(=O)c2ccccc2)n2ccccc2=O)cc1OC (stereo not given)
 : i, i, i, i, i, i, i, i, i, i, i
CN(C)c1ccc(N2C(=O)CC(Sc3ccccc3C(=O)O)C2=O)cc1 (stereo not given)
 : i, i, i, i, i, i, i, i, i, i, i
O=S(=O)(N/N=C/c1c(F)cccc1Cl)c1ccccc1
 : i, i, i, i, i, i, i, i, i, i, i
Cc1noc(/C=C/N(C)C)c1S(=O)(=O)N1CCCC(C(=O)NCc2ccc(F)cc2)C1 (stereo not given)
 : i, ·, i, i, i, i, i, i, i, i, i
CCc1cccc(NC(=O)COC(=O)c2cc([N+](=O)[O-])ccc2N2CCOCC2)c1
 : i, i, i, i, i, i, i, i, i, i, i
CCCn1c(SCC(=O)Nc2nnc(C(C)C)s2)nc2c1c(=O)n(C)c(=O)n2C
 : i, i, i, i, i, i, i, i, i, i, i
COc1cc(C(=S)N2CCC(C)CC2)ccc1O
 : i, i, i, i, i, i, i, i, i, i, i
CC1CC(CC(C)C(=O)NC(=S)Nc2ccc(S(N)(=O)=O)cc2)C(=O)O1 (stereo not given)
 : i, i, i, i, -6.5*, i, i, i, i, i, i
O=C(CC(=O)NCc1ccc(Cl)cc1)NCc1ccc(Cl)cc1
 : i, i, i, i, i, i, i, i, i, i, i

Additional entries:
Fields – TRPC6 act, TMEM16A act, TMEM16A inh, RGS4 inh, MrgX1 antag, MrgX1 allo act, TRPC4 block, MrgX1 ag, TRPC4 act, TRPC4 potent, TRPC6 inh
COc1cccc(CNC(=O)c2ccccc2NC(=O)C2=C(C)OCCS2)c1
 : i, i, i, i, i, i, i, i, i, i, i
CCc1ccccc1NC(=S)N(CCN(C)C)C(C)c1ccco1 (stereo not given)
 : i, i, i, i, i, i, i, i, i, i, i
N/C(=N\OC(=O)CCCc1ccccc1)c1cccc([N+](=O)[O-])c1
 : i, i, i, i, i, i, i, i, i, i, i
Cc1ccc(C)c(NS(=O)(=O)c2ccc(-c3cnc(C4CC4)o3)cc2)c1
 : i, i, i, i, i, i, i, i, i, i, i
Cc1cc(C)cc(-n2cccc2/C=C2/C(=N)N3C(=NC2=O)SN=C3S(C)(=O)=O)c1
 : i, i, 100*, i, i, i, i, i, i, i, i
CCOc1ccc(OCC)c(NC(=O)C2CCN(S(=O)(=O)c3c(C)noc3C)CC2)c1
 : i, i, i, i, i, i, i, i, i, i, i
Cn1nnnc1SCC(=O)NCc1ccccc1
 : i, i, i, i, i, i, i, i, i, i, i
O=C(COc1ccccc1F)c1ccc(O)cc1O
 : i, i, i, i, i, i, i, i, i, i, i
CS(=O)(=O)N(CC(=O)N1CCN(c2ccccc2F)CC1)c1cccc(C(F)(F)F)c1
 : i, i, i, i, i, i, i, i, i, i, i

Screening results from PubChem.
